Screening results: PubChem BioAssay, National Center for Advancing Translational Sciences (NCATS)
EPAC1 antagonist – qHTS for Antagonist of cAMP-regulated guanine nucleotide exchange factor 3 (EPAC1): primary screen; 360,000 compounds, 0.14% hits; Rap guanine nucleotide exchange factor 3 (Homo sapiens), O95398; EPAC1 GEF assay, Rap1b-BODIPY-GDP exchange fluorescence; Potency, µM (series often up to 115 µM), inactives show top-dose activity change, negative = inhibition, most hits filed as inhibitors;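 also: potency is read from the fitted curve at half-maximal effect; plate controls were vehicle for no effect and positive control for full effect; nearly all actives have a fitted effect of over 50% in size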
PTHR1 agonist – qHTS for PTHR1 Agonists: Primary Screen; AID 743266, 2014; Parathyroid hormone/parathyroid hormone-related peptide receptor (Homo sapiens), Q03431; HEK293 GP2 PTHR1 cells, GloSensor cAMP luminescence, 1 h; Potency, µM (series often up to 115 µM), for the others: at the highest dose activation, most hits filed as activators; 410,000 compounds, 0.075% hits; also: potency is read from the fitted curve at half-maximal effect; nearly all actives have a fitted effect of over 55% in size; some results filed as inactive show a strong effect at the top dose; inactives centre near -15; many of its hits are not listed in these tables
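HEK-293-derived GP2 cells expressing PTHR1 and a GloSensor cAMP reporter, 3,000/well, plated overnight, given luciferin plus IBMX (each 0.5 mM as added) for 1 h at 37 °C, then compound for 1 h at 37 °C. Luminescence was read after 15 min at room temperature.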
EPAC1 ag – qHTS for Agonist of cAMP-regulated guanine nucleotide exchange factor 3 (EPAC1): primary screen; Rap guanine nucleotide exchange factor 3 (Homo sapiens), O95398; EPAC1 agonist qHTS, biochemical assay; response scale: 100% = response to 6.5 mM cAMP; Potency, µM (series often up to 154 µM), without a hit: top-dose activation, most hits filed as activators; 360,000 compounds, 0.073% hits; also: potency is read from the fitted curve at half-maximal effect; nearly all actives have a fitted effect of over 60% in size
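Fluorescent GDP-exchange assay: 100 nM EPAC1 with 250 nM Rap1B preloaded with BODIPY-GDP and 50 uM GDP; compounds tested as concentration series, 5 min at room temperature, then read every 5 min for 30 min (ex 480/em 540 nm); normalized to 6.5 mM cAMP.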
PI5P4Ka inh – qHTS for Inhibitors of phosphatidylinositol 5-phosphate 4-kinase (PI5P4K) | Phosphatidylinositol 5-phosphate 4-kinase type-2 alpha (Homo sapiens), P48426 | max response, % | AID 652105, 2013 | PI5P4Kalpha enzyme, ADP-Glo luminescence, 60 min; hits give low values | 330,000 compounds, 1.2% hits; active = max response of -50% or lower; inconclusive = between -30% and -50%; inactive = -30% or higher; also: value at the top dose of about 77 µM; % is scaled to controls: 0 for no effect and ±100 for the full control effect
Target sequence (P48426 whole entry, looked up): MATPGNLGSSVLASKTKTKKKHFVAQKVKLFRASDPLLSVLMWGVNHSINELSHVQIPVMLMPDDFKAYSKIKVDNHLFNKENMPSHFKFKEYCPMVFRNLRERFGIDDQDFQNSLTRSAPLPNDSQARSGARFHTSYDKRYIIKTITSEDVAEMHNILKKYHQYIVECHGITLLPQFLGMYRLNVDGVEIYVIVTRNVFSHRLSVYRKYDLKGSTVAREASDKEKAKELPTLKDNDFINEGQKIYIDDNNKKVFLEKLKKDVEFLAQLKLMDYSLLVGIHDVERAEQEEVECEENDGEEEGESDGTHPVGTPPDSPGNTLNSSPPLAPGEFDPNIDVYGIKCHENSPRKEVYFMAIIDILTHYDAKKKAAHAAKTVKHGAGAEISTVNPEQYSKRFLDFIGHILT
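Controls without substrate or without enzyme flank wells where PI5P4Kalpha converts substrate using 5 microM ATP (final). Incubation lasts 60 minutes at room temperature; ADP formed is read by ADP-Glo luminescence.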
GLP-1R agonist – qHTS of GLP-1 Receptor Agonists; HEK293 GLP-1R CRE-luciferase, luminescence, 4-6 h; cells express a hypersensitive GLP-1R form; Potency, µM (highest dose often 45.6 µM), for the others: at the top dose activation, most hits filed as activators; 380,000 compounds, 0.007% hits; AID 624172, 2012; also: potency is read from the fitted curve at half-maximal effect; % of control where 0% means no effect
PLK1 PBD inh – qHTS for Inhibitors of PLK1-PDB (polo-like kinase 1 - polo-box domain): Primary Screen | Serine/threonine-protein kinase PLK1 (Homo sapiens), P53350 | Plk1 PBD binding of FITC phosphopeptide, fluorescence polarization | Potency, µM, for inactives: max response, negative = inhibition, hits mostly inhibitors | 360,000 compounds, 2.8% hits | AID 720504, 2013; also: potency is read from the fitted curve at half-maximal effect; series mostly up to about 57 µM; % is scaled to controls: 0 for no effect and ±100 for the full control effect; nearly all actives have a fitted effect of over 65% in size
Target sequence (P53350 whole entry, looked up, the tested form may be a part): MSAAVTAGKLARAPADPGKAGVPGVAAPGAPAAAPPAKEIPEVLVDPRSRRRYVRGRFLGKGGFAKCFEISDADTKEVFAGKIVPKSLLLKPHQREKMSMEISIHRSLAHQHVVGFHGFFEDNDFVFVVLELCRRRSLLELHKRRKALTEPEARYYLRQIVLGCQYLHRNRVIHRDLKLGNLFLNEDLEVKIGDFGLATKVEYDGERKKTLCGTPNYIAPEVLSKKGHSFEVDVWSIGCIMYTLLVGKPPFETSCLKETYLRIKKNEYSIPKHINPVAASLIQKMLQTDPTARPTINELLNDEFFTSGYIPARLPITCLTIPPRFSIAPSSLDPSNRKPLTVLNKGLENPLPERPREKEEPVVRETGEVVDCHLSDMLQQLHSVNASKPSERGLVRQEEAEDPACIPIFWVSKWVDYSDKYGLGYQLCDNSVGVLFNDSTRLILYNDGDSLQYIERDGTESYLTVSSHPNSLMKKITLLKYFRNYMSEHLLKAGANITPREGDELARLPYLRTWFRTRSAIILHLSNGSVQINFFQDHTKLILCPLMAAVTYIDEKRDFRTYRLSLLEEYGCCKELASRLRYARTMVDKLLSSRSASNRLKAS
IL-2 act – qHTS of IL-2 Activators; IL-2 activation reporter assay, cell-based qHTS; stimulated with anti-CD3/CD4/CD28 beads; in transgenic mouse T cells; 360,000 compounds, 0.065% hits; activation, % (series mostly up to about 46 µM); in the data active = activation above about 50%; inconclusive = mostly about 30% to 49%; also: 0% is about no effect
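Readout is EGFP and DsRed signal by fluorescent plate cytometry after 18 h at 37 degrees C. Transgenic mouse T cells (750/well) received compound for 60 min before bead stimulation (anti-CD3, anti-CD4, anti-CD28); memory T cells served as non-tolerant control.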
GLP-1R inv ag – qHTS of GLP-1 Receptor Inverse Agonists (Inhibition Mode); Glucagon-like peptide 1 receptor (Homo sapiens), P43220; HEK293 GLP-1R CRE-luciferase, luminescence, 24 h; GLP-1R form is constitutively active; Potency, µM (doses to about 38.3 µM), for inactives: top-dose activity change, negative = inhibition, hits mostly inhibitors; 410,000 compounds, 1.6% hits; also: potency is read from the fitted curve at half-maximal effect; % is scaled to controls: 0 for no effect and ±100 for the full control effect; nearly all actives have a fitted effect of over 55% in size
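Seeding at 200 cells/uL, 12 h culture, 24 hr compound treatment, then luciferase reagent and a luminescence read; cells are HEK293 stably expressing a constitutively active GLP-1R plus cAMP-responsive luciferase.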
HEK293 tox – qHTS of GLP-1 Receptor Inverse Agonists: Cytotox Screen | HEK293 cAMP-luciferase reporter cells, luminescence, 24 h | Potency, µM (doses to about 38.3 µM), for the others: top-dose activity change, negative = inhibition, actives largely listed as inhibitors | 410,000 compounds, 0.13% hits;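 also: loss of luciferase light is scored as toxicity; potency is read from the fitted curve at half-maximal effect; % is scaled to controls: 0 for no effect and ±100 for the full control effect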
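Luminescence readout: signal drop marks cytotoxicity. Plated cells grew 12 h at 37 °C, 5% CO2, received 23 nL compound for 24 h, then got luciferase reagent, read after 12 min at RT.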
Active calls of the source: *; i = inactive; ? = inconclusive; nt = no result given; [ ] = another dose, or the depositor's remark. Unless noted, calls follow the shape of the dose curve; as a rule, active = well fitted curve in the direction sought with a large enough effect; inconclusive = small, poorly fitted or top-dose-only effect, or another doubt; inactive = no such curve, though single readings can be large; an effect the other way counts as inactive or inconclusive. Some of the compounds tested; rates above refer to the full screens.

Order of results: GLP-1R inv ag | EPAC1 ag | PI5P4Ka inh | GLP-1R agonist | PLK1 PBD inh | IL-2 act | EPAC1 antagonist | PTHR1 agonist | HEK293 tox
(1) O=C(Nc1nccs1)C1CC2CCC1C2 (stereo not drawn)
→ 0% | 4% | nt | -6% | -2% | -3.0 | 4% | -55%[inhibitor][57.5 µM] | 2%
(2) O=C(CNC(=O)c1ccc(Cl)cc1Cl)OCc1ccccc1
→ 6% | 2% | 1 | 9% | 7% | -4.0 | 0% | i | -4%
(3) COc1cc(C=Nc2ccccc2C(=O)Nc2ccccc2)cc(OC)c1OC
→ 3% | 3% | 1 | 16% | -4% | -1.8 | -25% | -18% | 14%
(4) CCN1CCN(Cc2ccc(NC(=O)c3cc(NC(=O)c4cnn(-c5ccccc5)c4N)cc(OC)c3)cc2C(F)(F)F)CC1
→ -1% | -14% | 0 | 6% | -15% | -0.3 | -11% | i | 1%
(5) CSc1ccccc1C(=O)NC1CCCN(c2ccc(C(F)(F)F)cn2)C1 (stereo not drawn)
→ ? | -8% | -7 | 18% | -14% | -1.7 | 3% | i | 2%
(6) O=S(=O)(c1ccc(F)cc1)N1CCN(S(=O)(=O)c2cccs2)CC1
→ -4% | -30% | 0 | -11% | -2% | -1.1 | 2% | i | 6%
(7) O=C(CN(c1ccccc1)S(=O)(=O)c1ccccc1[N+](=O)[O-])Nc1cccnc1
→ ? | -3% | 6 | 7% | 3% | -0.8 | -11% | -30% | -11%
(8) Cc1cc(=O)oc2cc(NC(=O)c3cccc(S(C)(=O)=O)c3)ccc12
→ 8% | -4% | 1 | 7% | -16% | 2.2 | ? | i | -3%
(9) COc1cc(C(=O)N/C(=C\c2cn(C)c3ccccc23)C(=O)NCCCn2ccnc2)cc(OC)c1OC
→ -12% | -3% | 7 | 0% | -14% | 0.6 | 3% | -18% | 0%
(10) COc1ccccc1CNC(=O)c1cc(S(=O)(=O)N2CCCC2)cn1C
→ -3% | -3% | 2 | 2% | -2% | 1.2 | 5% | i | -40%
(11) COCCNC(=S)Nc1ccc(Cl)c(Cl)c1
→ 0% | 0% | 7 | -7% | -12% | -2.2 | 2% | -26% | 0%
(12) C=CCn1c(O)c(N=Nc2ccccc2O)c2ccccc21
→ ? | -6% | 22 | -4% | 14% | -0.4 | 10% | -33%[inhibitor] | 6%
(13) CCOc1ccc(OCC)c(NC(=O)C2CCCN(c3ncccn3)C2)c1 (stereo not drawn)
→ -4% | -2% | nt | 14% | -2% | -1.7 | 1% | -1%[57.5 µM] | 4%
(14) O=c1n(Cc2ccccc2Cl)nc2n1-c1ccccc1SC2
→ ? | 5% | -3 | 30% | 3% | -0.3 | -1% | -39%[inhibitor] | 10%
(15) CSc1nc(N)c(C#N)c(-c2ccccc2Cl)c1C#N
→ ? | 18% | -1 | 27% | 4% | 0.0 | -9% | -22%[57.5 µM] | ?
(16) C=CCNC(=O)c1c(CSc2ccc(F)cc2)noc1C(=O)NCCC
→ -1% | -20% | -2 | 13% | 4% | 0.0 | -1% | 0% | 8%
(17) CS(=O)(=O)c1ccc2nc(NC(=O)c3cc([N+](=O)[O-])cc([N+](=O)[O-])c3)sc2c1
→ 10% | 7% | ? | -4% | -16% | 1.4 | 2% | -52%[inhibitor] | -21%
(18) CC(=O)N1CCC(N(CCN2CCOCC2)C(=S)Nc2ccc(C)cc2C)CC1
→ 1% | 8% | 4 | 5% | -12% | -0.3 | -10% | i | 9%
(19) COc1ccc(NC(=O)/C=C/C(=O)O)c([N+](=O)[O-])c1
→ 2% | 0% | 0 | 0% | -3% | 0.9 | 6% | -2% | -27%
(20) Cc1ccc(NC(=O)CCN2C(=O)C3C4CCC(C4)C3C2=O)cc1Cl (stereo not drawn)
→ ? | -4% | 9 | 4% | 1% | -2.5 | 1% | i | -25%
(21) COc1ccc2c(c1)C(NC(=O)C(F)(F)F)CC2=O (stereo not drawn)
→ 2% | 8% | -1 | -7% | 4% | -0.5 | 3% | -16% | -7%
(22) C#CCNC(=O)C1=C[C@H](c2csc3ccccc23)C[C@H](OCc2ccc(CO)cc2)O1
→ ? | 3% | -9 | -5% | -6% | -0.3 | 4% | -16% | -15%
(23) CCn1cc(C(=O)NCCCOC)c(=O)c2cc(S(=O)(=O)N(C)C3CCCCC3)ccc21
→ 45%[activator] | -11% | 0 | 7% | -8% | -0.6 | -4% | 29% | -6%
(24) Cc1ccc2nc(NC(=O)COC(=O)c3ccccn3)sc2c1
→ 40%[activator] | -3% | -9 | 1% | -6% | -1.7 | -21% | i | -1%
(25) CN1C(=O)CC(N2CCN(CC(N)=O)CC2)C1=O (stereo not drawn)
→ -2% | 5% | 0 | -4% | -3% | -1.6 | 0% | -8% | 4%
(26) Fc1ccc(NC(=S)N2CCCc3ccccc32)cc1
→ ? | -4% | -2 | -7% | -18% | -0.6 | -6% | -27%[57.5 µM] | ?
(27) CCOc1cc(C(=O)Nc2nnc3n2CCS3)cc(OCC)c1OCC
→ -7% | nt | nt | 9% | nt | nt | nt | i | 0%
(28) CNC(=S)NNC(=O)Cc1ccccc1
→ 2% | 5% | -1 | -6% | -3% | 1.2 | 5% | 18%[57.5 µM] | 6%
(29) O=C(Nc1c(Cl)cc(Cl)cc1C(=O)NCC1CCCO1)c1ccco1 (stereo not drawn)
→ 5% | -2% | 5 | -9% | -1% | 0.5 | -7% | i | -6%
(30) Cc1ccsc1C(=O)OCC(=O)Nc1sccc1C(N)=O
→ 0% | 8% | nt | 4% | -1% | -1.3 | 11% | -6%[57.5 µM] | 1%
(31) CCOc1ccc(NS(=O)(=O)c2cnc(Cl)c(Cl)c2)cc1
→ ? | -8% | 16 | -3% | 3% | -3.0 | -28% | i | ?
(32) CCN1CCN(C(=O)C2CCN(C(=O)Nc3ccccc3)CC2)CC1
→ 12% | 2% | 3 | 3% | -7% | 0.2 | 25% | i | 2%
(33) Cc1ccc(OCC(=O)NNC(=O)c2ccc(NC(=O)C3CC3)cc2)c(C)c1
→ -39% | 8% | 3 | 4% | -6% | -2.9 | 2% | -4% | -13%
(34) COc1ccc(O)c(CNn2c(-c3ccc(Br)cc3)nc3ccccc3c2=O)c1
→ -27% | -2% | 2 | 11% | -12% | -2.5 | 6% | -17% | ?
(35) Cn1c(-c2ccccc2)cnc1NCc1cc(Cl)ccc1O
→ ? | 18% | -4 | 3% | -5% | -0.9 | -11% | -9% | 6%
(36) COc1ccc(Br)cc1/C=N/n1c(C)nc2ccccc2c1=O
→ 4% | 2% | 4 | -4% | -7% | 0.2 | -24% | -63%[inhibitor] | 20%
(37) CCN(C(=O)COC(=O)c1[nH]c(C)c(C(C)=O)c1C)c1c(N)n(Cc2ccccc2)c(=O)[nH]c1=O
→ 12% | 0% | 4 | 0% | -15% | -0.2 | 19% | ? | 2%
(38) Cc1cc(/C=C(\C#N)C(=O)NCc2ccco2)c(C)n1-c1cccnc1
→ 26% | 14% | 3 | 23% | -13% | -0.8 | 7% | -6% | -12%
(39) CC(/C=N/NC(=O)CN1CCN(Cc2ccc(Cl)cc2)CC1)=C\c1ccco1
→ ? | -6% | 2 | 11% | -8% | -0.2 | 1% | -2% | 3%
(40) O=C(CSc1nc2cc(S(=O)(=O)N3CCOCC3)ccc2o1)Nc1c(F)cccc1F
→ ? | -3% | -22 | 20% | 2.7µM* | -1.8 | -22% | -54%[inhibitor] | 4%
(41) N#Cc1cc2c([nH]c1=O)CCCC2
→ 11% | 0% | 1 | 8% | 2% | -3.3 | 3% | i | ?
(42) Cc1cc(C(C)(C)C)cc(C)c1COC(=O)C1CCC(=O)N1 (stereo not drawn)
→ -21% | -9% | 0 | 4% | -3% | -3.3 | -15% | -1% | -2%
(43) CCN1C2=C(C(=O)CCC2)C(c2ccc(O)cc2)C2=C1CCCC2=O
→ 3% | 3% | nt | -2% | -1% | 1.3 | 6% | -3%[57.5 µM] | -14%
(44) CC(=O)c1ccc(NCC(=O)N2CCN(c3ccccc3)CC2)cc1
→ 1% | -3% | -13 | -12% | -11% | 0.1 | -1% | -10% | -11%
